Salmonella PhoP GFP: PhoP-dependent GFP reporter repression – Salmonella Typhimurium, primary screen (AID 1863); S. Typhimurium PhoP-regulated promoter GFP reporter, 4 h; higher % means a stronger effect; inhibition, % at 50 µM, or IC50 in µM where a hit was titrated; actives 0.16% (n = 300,000);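 active means inhibition over 29.93%, a cutoff 3 SD above the screen mean, later confirmed by dose response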;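 further: 0% = low Mg2+ inducing control and 100% = high Mg2+ repressing control; strong numbers were not always called active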
Large T inhibition: TAg ATPase/helicase activity blockers – biochemical (AID 1903). actives 0.39% (n = 310,000). inhibition, % at 20 µM, or IC50 in µM where a hit was titrated. SV40 large T antigen ATPase/helicase inhibition assay; higher % means a stronger effect; in the data active means a potency from the dose series; further: strong numbers were not always called active
West Nile virus CPE: inhibition of WNV-induced cytopathic effect – cell-based, CPE readout (AID 1621); CPE inhibition, % at 10 µM, or IC50 in µM where a hit was titrated; West Nile virus-infected cells, CPE inhibition; higher % means a stronger effect; actives 0.02% (n = 290,000); in the data active means a potency from the dose series; further: strong numbers were not always called active
RSV antiviral HEp-2: RSV antiviral activity via CPE protection, HEp-2 cells, primary 10 µM value included (AID 2391); HEp-2 cells, RSV-induced CPE inhibition; higher % means a stronger effect; actives 0.13% (n = 310,000); CPE inhibition, % at 10 µM, or IC50 in µM where a hit was titrated; in the data active means a potency from the dose series; further: strong numbers were not always called active
Insulin prom up: MIN6 insulin promoter up-regulation; MIN6 insulin promoter-GFP reporter, high-content imaging; hits give high values; z-score at 5 µM; actives 0.3% (n = 190,000); AID 1625;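 active means z-score above 3 at 5 µM with at least 500 cells counted in the well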
Insulin prom up cell count: also measured in Insulin prom up; calls as there; cell count; measured here: cytotoxicity, nuclei count;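 total cells summed across four imaged fields per well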
The depositor's hits bear a star; nt = not tested or not shown.

SMILES	Salmonella PhoP GFP	Large T inhibition	West Nile virus CPE	RSV antiviral HEp-2	Insulin prom up	others
O=C(COc1ccc(C2SCCS2)cc1)Nc1ccc(Cl)cc1	-13%	17%	0.2%	nt	nt
COc1ccc(C(=O)NC2CCCc3ccccc32)cc1OC1CCN(C(C)=O)CC1 (centres undefined)	3%	-5%	0.8%	nt	nt
O=C(Cn1c(=O)c2cccn2c2cccnc21)NCCCN1CCN(c2ccc(F)cc2)CC1	2%	14%	-0.5%	nt	nt
Cc1cc(C(=O)NNC(=O)c2cccc(C(F)(F)F)c2)no1	-3%	7%	-0.1%	nt	nt
CCn1c(SCC(=O)NCCc2ccccc2)nc2sc3c(c2c1=O)CCN(C)C3	-9%	11%	0.1%	nt	nt
Cn1nc(-c2ccc(Cl)cc2)cc1NC(=O)CCCC(=O)O	-2%	11%	-0.2%	nt	nt
CC(C)C[C@H](NC(=O)N1CC(=O)Nc2ccccc21)C(=O)N[C@H](Cc1c[nH]c2ccccc12)C(=O)O	-3%	13%	-0.2%	nt	nt
Cc1cccc(CN2C(=O)/C(=C\c3ccc(C(=O)NCCN4CCOCC4)cc3)Sc3ccccc32)c1	-2%	-1%	0.0%	nt	nt
COc1ccc(OC)c(CNC(=O)C(C)n2nc(C)c3c(C)n(-c4ccccc4)nc3c2=O)c1 (centres undefined)	-4%	12%	0.3%	nt	nt
CN(Cc1nccn1C)C(=O)c1cc(COc2cccc(C(F)(F)F)c2)on1	-2%	14%	-0.3%	nt	nt
COc1cccc(NC(=O)CCC2CCN(C(=O)c3ccc(C(C)=O)s3)CC2)c1	1%	4%	-0.3%	nt	nt
COc1ccc(C2=C(C)C(N3CCN(C(=O)c4ccco4)CC3)=NS2(=O)=O)cc1	7%	7%	-0.2%	nt	nt
O=C(CSc1ccc(Cl)cc1)N1N=CCC1c1ccccc1 (centres undefined)	2%	12%	-0.1%	nt	nt
COc1cc(OC)c(NS(=O)(=O)c2ccc3c(c2)NC(=O)CO3)cc1Cl	-1%	10%	-0.4%	nt	nt
CN(c1ccccc1)S(=O)(=O)c1ccc(NC(=O)c2nc(S(C)(=O)=O)ncc2Cl)cc1	-15%	34%	-0.9%	nt	nt
CCc1nn(C(C)C(=O)NC2CCCCCC2)c(=O)c2cc3occc3n12 (centres undefined)	-4%	6%	-0.2%	nt	nt
Cc1[nH]c(C)c(S(=O)(=O)NCCc2ccc(S(N)(=O)=O)cc2)c1C(=O)N1CCCC1	-4%	5%	-0.3%	nt	nt
CCC(C(=O)NCCCN1CCOCC1)n1c2ccccc2c2nc(=O)cc(C)n21 (centres undefined)	-1%	7%	-0.4%	nt	nt
CC(=O)N1c2ccc(S(=O)(=O)N3CCC(C(=O)NCc4ccc(C)cc4)CC3)cc2CC1C (centres undefined)	5%	12%	0.0%	nt	nt
CC(=O)Oc1cc(O)c2c(=O)c(OC(C)=O)c(-c3ccc(OC(C)=O)c(OC(C)=O)c3)oc2c1	7%	14µM*	-0.7%	nt	nt
Cc1nn(C(C)C(=O)NCCCN2CCCCCC2)c(=O)c2c1sc1ccccc12 (centres undefined)	7%	5%	-0.2%	nt	nt
CCC(c1ccccc1)c1nnc(NC(=O)c2ccco2)s1 (centres undefined)	-1%	9%	0.1%	nt	nt
Cc1ccc(-c2nnc(-c3cc(C)on3)o2)cc1	-10%	6%	0.1%	nt	nt
Cc1cccc(C)c1OCc1cc(C(=O)N2CCN(c3ccccn3)CC2)no1	8%	4%	-0.5%	nt	nt

Brought forward from above: two compounds, followed by the next part.
SMILES	Salmonella PhoP GFP	Large T inhibition	West Nile virus CPE	RSV antiviral HEp-2	Insulin prom up	others
Cc1ccc(-c2nnc(-c3cc(C)on3)o2)cc1	-10%	6%	0.1%	nt	nt
Cc1cccc(C)c1OCc1cc(C(=O)N2CCN(c3ccccn3)CC2)no1	8%	4%	-0.5%	nt	nt
Cc1nn(CC(=O)Nc2ccc(Br)cc2F)c(=O)c2cccn12	6%	0%	-0.4%	nt	nt
Cn1nc(C(F)(F)F)c(-c2cccc(C(F)(F)F)c2)c1NC(=O)c1nccnc1C(=O)O	1%	11%	-0.3%	nt	nt
Oc1c(Br)cc(Br)cc1CNc1ccccn1	nt	nt	-0.3%	1.4%	0.02	Insulin prom up cell count=1066
O=C(NCCCn1ccnc1)c1cc(-c2cccc(O)c2)on1	nt	nt	1.2%	0.6%	-0.74	Insulin prom up cell count=1008
Cc1cc(-c2nnc(SCC(=O)Nc3ccccc3C)n2N)n[nH]1	-2%	nt	-0.3%	1.4%	nt
Cc1ccccc1-n1ncc2c1CC(C)(C)CC2NC(=O)CCC1=NNC(=O)CC1 (centres undefined)	6%	nt	0.1%	0.3%	nt
COc1ccccc1NC(=O)CCCN1C(=O)C(c2ccccc2)Oc2cccnc21 (centres undefined)	3%	nt	0.0%	4.4%	nt
Cc1nn(CC(=O)N2CCCCC2)c(=O)c2nn(-c3ccccc3)c(C)c12	1%	nt	0.3%	0.4%	nt
O=C(NCC(=O)N1CCC2(CC1)NCCc1[nH]cnc12)c1ccc2ccccc2c1	-8%	nt	0.0%	-0.7%	nt
COc1ccc(NC2CCCN(C(=O)c3cn(C)c4ccccc34)C2)cc1 (centres undefined)	0%	nt	-0.4%	2.3%	nt
CCOc1ccc(CCNC(=O)c2ccc3c(=O)[nH]c4c(C(=O)NC(C)C)sc(=S)n4c3c2)cc1	-2%	nt	1.7%	12%	nt
O=C1C(=O)N(CCS(=O)(=O)c2ccccc2)c2ccccc21	12%	nt	0.5%	-0.1%	nt

An excerpt from above in order of number of heavy atoms, low to high.
SMILES	Salmonella PhoP GFP	Large T inhibition	West Nile virus CPE	RSV antiviral HEp-2	Insulin prom up	others
Oc1c(Br)cc(Br)cc1CNc1ccccn1	nt	nt	-0.3%	1.4%	0.02	Insulin prom up cell count=1066
O=C(NCCCn1ccnc1)c1cc(-c2cccc(O)c2)on1	nt	nt	1.2%	0.6%	-0.74	Insulin prom up cell count=1008
Cc1nn(CC(=O)N2CCCCC2)c(=O)c2nn(-c3ccccc3)c(C)c12	1%	nt	0.3%	0.4%	nt
O=C(NCC(=O)N1CCC2(CC1)NCCc1[nH]cnc12)c1ccc2ccccc2c1	-8%	nt	0.0%	-0.7%	nt
COc1ccccc1NC(=O)CCCN1C(=O)C(c2ccccc2)Oc2cccnc21 (centres undefined)	3%	nt	0.0%	4.4%	nt
CCOc1ccc(CCNC(=O)c2ccc3c(=O)[nH]c4c(C(=O)NC(C)C)sc(=S)n4c3c2)cc1	-2%	nt	1.7%	12%	nt

Remaining list, next part:
SMILES	Salmonella PhoP GFP	Large T inhibition	West Nile virus CPE	RSV antiviral HEp-2	Insulin prom up	others
CCC(=O)C1CCCN(C(=O)CCc2nnc(-c3ccc(C(C)=O)s3)o2)C1 (centres undefined)	-1%	nt	-0.1%	0.5%	nt
COc1ccc(C(C)(C)NC(=O)C2CCC(=O)N(CCCN3CCCC3=O)C2)cc1 (centres undefined)	0%	nt	0.0%	2.5%	nt
Cc1nc2c3ccccc3nc(NNC(=O)CCC(=O)NCCN3CCN(c4ccccc4)CC3)n2n1	-5%	nt	0.5%	0.0%	nt
O=C(COc1ccc2c3c(c(=O)oc2c1)CCC3)NCC(O)c1ccccc1 (centres undefined)	2%	nt	-0.3%	0.2%	nt
COCCNC(=O)C(=O)Nc1cc2c3c(c1)CCC(=O)N3CCC2	4%	nt	-0.1%	1.9%	nt
CCc1nn2c(=O)cc(COc3ccc(NC(=O)c4ccco4)cc3)nc2s1	-4%	nt	-0.2%	-0.4%	nt
CC(=O)N1c2ccc(S(=O)(=O)N3CCCC(C(=O)NC4CCCC(C)C4C)C3)cc2CC1C (centres undefined)	-6%	nt	-0.5%	15%	nt
COc1ccc(C(=O)NC2CCCc3c2cnn3-c2cccc(C)c2C)o1 (centres undefined)	-3%	nt	-0.6%	8.9%	nt
CC(C)(C)C(=O)Nc1cc2c3c(c1)CCC(=O)N3CCC2	5%	nt	-0.2%	2.7%	nt
CC(=O)Nc1ccc(NS(=O)(=O)c2ccc3c(c2)NC(=O)CC(=O)N3)cc1	-4%	nt	-0.3%	0.0%	nt
O=C(Nc1ccnn1C1CCN(C(=O)c2ccc(C(F)(F)F)cc2)CC1)C1CC1	8%	nt	0.3%	3.6%	nt
CCC1=C(c2ccc(C)cc2)S(=O)(=O)N=C1N1CCC(C(=O)NCCCN2CCCCC2C)CC1 (centres undefined)	0%	nt	-0.2%	-2.6%	nt
CC(C)c1cc(C(=O)N/N=C/C(Br)=C/c2ccccc2)n[nH]1	11%	nt	1.7%	1.0%	nt
Cc1cccc(C)c1OCc1cc(C(=O)N2CCN(Cc3nccn3C)CC2)no1	-2%	nt	0.0%	-3.2%	nt
COc1ccc(CCN2CC(C(=O)N(C)Cc3ccccc3OC)CCC2=O)cc1 (centres undefined)	11%	nt	0.0%	-0.3%	nt
CC(C)c1ccc(NC2CCCN(C(=O)c3cccs3)C2)cc1 (centres undefined)	1%	nt	1.6%	17%	nt
C[C@H](NC(=O)C1CC(=O)N(c2ccc3c(c2)OCO3)C1)C(=O)NC1CCCC1 (some centres undefined)	6%	nt	0.6%	1.1%	nt
CC1CCCN(C(=O)C2CCN(S(=O)(=O)c3ccc4c(c3)CC(C)N4C(=O)C3CC3)CC2)C1 (centres undefined)	-6%	nt	-0.1%	2.0%	nt
O=C(N/N=C/C(Br)=C/c1ccccc1)c1ccc([N+](=O)[O-])cc1	-4%	nt	0.0%	1.5%	nt
COc1ccc(N2CC(C(=O)N[C@@H](C)C(=O)N3CCCCC3)CC2=O)cc1 (some centres undefined)	-1%	nt	0.0%	1.9%	nt
COc1cccc(CCNC(=O)CC2C(=O)NCCN2Cc2ccc(C)o2)c1 (centres undefined)	0%	nt	0.5%	-1.9%	nt
COc1ccccc1N1CCN(S(=O)(=O)c2c(C(=O)N3CCOCC3)c(C)n(C)c2C)CC1	-3%	nt	0.1%	0.9%	nt
Cc1cc(=O)oc2cc(OCC(=O)NC3CCN(Cc4ccccc4)CC3)ccc12	0%	nt	-0.2%	0.7%	nt
COc1cc2c(cc1OC)n(CC(=O)NC1CCCCCC1)n1c(C)cc(=O)nc21	5%	nt	-0.4%	1.6%	nt

At a glance, 6 of the compounds above:
SMILES	Salmonella PhoP GFP	Large T inhibition	West Nile virus CPE	RSV antiviral HEp-2	Insulin prom up	others
CC(C)c1cc(C(=O)N/N=C/C(Br)=C/c2ccccc2)n[nH]1	11%	nt	1.7%	1.0%	nt
Cc1cccc(C)c1OCc1cc(C(=O)N2CCN(Cc3nccn3C)CC2)no1	-2%	nt	0.0%	-3.2%	nt
COc1ccc(CCN2CC(C(=O)N(C)Cc3ccccc3OC)CCC2=O)cc1 (centres undefined)	11%	nt	0.0%	-0.3%	nt
CC(C)c1ccc(NC2CCCN(C(=O)c3cccs3)C2)cc1 (centres undefined)	1%	nt	1.6%	17%	nt
C[C@H](NC(=O)C1CC(=O)N(c2ccc3c(c2)OCO3)C1)C(=O)NC1CCCC1 (some centres undefined)	6%	nt	0.6%	1.1%	nt
CC1CCCN(C(=O)C2CCN(S(=O)(=O)c3ccc4c(c3)CC(C)N4C(=O)C3CC3)CC2)C1 (centres undefined)	-6%	nt	-0.1%	2.0%	nt

(more compounds)
SMILES	Salmonella PhoP GFP	Large T inhibition	West Nile virus CPE	RSV antiviral HEp-2	Insulin prom up	others
COc1ccc([C@@H](C)NC(=O)c2ccc3oc(C(C)C)nc3c2)cc1	6%	nt	-0.4%	2.8%	nt
O=C(CN1CCOCC1)NNC(=O)c1ccc([N+](=O)[O-])cc1	-3%	nt	0.1%	5.2%	nt
O=C(c1cc2cc(F)ccc2[nH]1)N(Cc1cccnc1)CC1CCCN(C2CCCCC2)C1 (centres undefined)	8%	nt	2.1%	0.5%	nt
Cc1ccc(C2=NN(CCC(=O)NC3CCCC3)C(=O)CC2)cc1	-2%	nt	-0.1%	0.5%	nt
CC(C)NC(=O)CN1C(=O)CSc2ccc(S(=O)(=O)N3CCCC3)cc21	0%	nt	0.4%	1.5%	nt
CC1CCCCC1NC(=O)c1ccc(NC2=NC3CS(=O)(=O)CC3S2)cc1 (centres undefined)	-2%	nt	-0.4%	0.9%	nt
COc1cccc(/C=N/Nc2ccc([N+](=O)[O-])cn2)c1O	nt	12%	0.1%	-1.8%	nt
Cc1cccc(NC(=O)c2cc(S(=O)(=O)N3CCCC3)cn2C)c1	nt	11%	-0.1%	0.5%	nt
COc1ccccc1N1CCN(C(=O)c2cccc(NC3=NC4CS(=O)(=O)CC4S3)c2)CC1 (centres undefined)	nt	1%	1.1%	0.2%	nt
CCC(C)[C@H]1CN=C(N)N1CC1CCCCC1 (some centres undefined)	nt	3%	1.4%	0.7%	nt

Assay outcomes: PubChem, several laboratories

The list is partial, so the mix of outcomes need not match the whole.
